SENP8 block: inhibitors of human SENP8 protease; hit rate 1.2% among 330,000; inhibition, % at 10 µM; purified SENP8, Z-RLRGG-aminoluciferin cleavage, luminescence
HKDC1 inhibitor: HKDC1 (human) hexokinase inhibition. recombinant HKDC1, G6PDH/diaphorase resazurin coupled fluorescence. inhibition, % at 20 µM. hit rate 0.16% among 340,000. AID 493160;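 active = inhibition above about 35% when tested at 20 µM, limit read from the data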;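 note: plate controls were DMSO wells with enzyme for no effect and DMSO wells lacking enzyme for full effect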
Target sequence (Q2TB90 whole entry, looked up): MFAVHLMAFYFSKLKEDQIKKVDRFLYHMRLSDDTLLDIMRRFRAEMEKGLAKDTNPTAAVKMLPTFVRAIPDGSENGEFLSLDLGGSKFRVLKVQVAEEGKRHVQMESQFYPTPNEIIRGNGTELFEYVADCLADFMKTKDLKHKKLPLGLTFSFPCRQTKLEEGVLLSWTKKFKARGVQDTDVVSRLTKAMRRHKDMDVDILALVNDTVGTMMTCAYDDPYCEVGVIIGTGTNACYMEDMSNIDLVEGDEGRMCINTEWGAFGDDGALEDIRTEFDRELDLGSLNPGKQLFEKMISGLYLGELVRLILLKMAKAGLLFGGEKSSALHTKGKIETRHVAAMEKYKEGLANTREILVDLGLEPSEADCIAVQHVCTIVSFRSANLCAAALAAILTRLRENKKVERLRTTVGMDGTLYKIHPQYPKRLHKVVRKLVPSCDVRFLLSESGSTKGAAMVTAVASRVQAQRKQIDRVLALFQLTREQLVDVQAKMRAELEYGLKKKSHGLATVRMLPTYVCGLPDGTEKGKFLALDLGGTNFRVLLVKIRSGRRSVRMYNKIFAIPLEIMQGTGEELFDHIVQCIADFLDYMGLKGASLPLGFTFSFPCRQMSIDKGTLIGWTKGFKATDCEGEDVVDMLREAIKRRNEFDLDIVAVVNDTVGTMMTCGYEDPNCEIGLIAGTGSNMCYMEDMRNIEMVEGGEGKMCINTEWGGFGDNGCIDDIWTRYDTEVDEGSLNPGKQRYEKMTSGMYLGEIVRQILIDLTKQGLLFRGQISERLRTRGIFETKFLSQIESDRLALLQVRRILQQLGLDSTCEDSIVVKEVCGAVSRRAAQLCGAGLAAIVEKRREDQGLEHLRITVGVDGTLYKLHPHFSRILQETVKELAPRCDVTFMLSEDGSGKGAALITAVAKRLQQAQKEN
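Assay system: recombinant HKDC1 hexokinase; detection: coupled resazurin fluorescence, excitation 525 nm, emission 613 nm; benchmarks: DMSO-plus-enzyme-mix negative control, buffer-substituted positive control; compound dosing: single 20 µM dose; schedule: 90 min at room temperature in dark; also added: glucose plus 1 mM ATP as hexokinase substrates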
Jurkat NFkB inh: lowers PMA/ionomycin-induced NF-kB signal in Jurkat cells; PMA/ionomycin-induced NF-kB luciferase reporter, luminescence; AID 435003; inhibition, % at 4 µM; hit rate 0.53% among 330,000
697 NFkB inh: inhibitors of the PMA/ionomycin-induced NF-kB reporter in 697 B cells | 697 B-cell NF-kB luciferase reporter, 16 h | inhibition, % at 4 µM | hit rate 0.33% among 330,000 | AID 435022; in the data active = inhibition above about 35%
Apaf-1 inh: human Apaf-1 inhibition; O14727; reconstituted apoptosome caspase-3 activity, DEVD-Rh110 fluorescence; inhibition, % at 20 µM; hit rate 0.71% among 330,000; active = inhibition of at least 40% at 20 µM;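 note: plate controls were DMSO wells for no effect and DEVD-CHO caspase inhibitor wells for full effect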
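System: Apoptosome proteins | Medium: Hepes pH 7.5 with detergent and BSA | Also added: Cytochrome c trigger plus (Z-DEVD)2-Rh110 caspase-3 substrate | Incubation: 30 min compound preincubation, 50 min activation, room temperature | Detection: Rhodamine 110 fluorescence at Ex 480/Em 540 nm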
Gli-Sufu antag: antagonists of Gli-Sufu signaling; Sufu-KO-LIGHT fibroblasts, Gli luciferase reporter luminescence; inhibition, % at 5 µM; hit rate 0.74% among 340,000;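 active = inhibition above about 55%, limit read from the data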;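 note: 0% = DMSO-treated cells and 100% = wells with medium but no cells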
SENP7 block: SENP7 protease inhibition. hit rate 1.5% among 330,000. recombinant SENP7, Z-RLRGG-aminoluciferin luminescence, 40 min. inhibition, % at 5 µM;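 active = inhibition above about 50% at the single test dose, limit read from the data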;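 note: plate controls were DMSO with enzyme for no effect and no enzyme buffer wells for full effect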
UBC13 polyUb: inhibitors of human UBC13 polyubiquitin chain formation | hit rate 0.47% among 330,000 | inhibition, % at 20 µM | P61088 | AID 485273 | TR-FRET; in the data active = inhibition above about 45%, passing the limit was not always enough
Target sequence (P61088 whole entry, looked up): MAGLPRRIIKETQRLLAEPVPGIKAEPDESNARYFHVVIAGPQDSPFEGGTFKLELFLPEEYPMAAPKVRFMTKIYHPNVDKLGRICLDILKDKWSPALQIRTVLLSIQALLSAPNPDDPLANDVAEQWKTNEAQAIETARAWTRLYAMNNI
An asterisk follows results filed as active. Cut-off read from the data, not from the text of the source, unless noted: active = inhibition above about 50%; inactive = the rest.

SMILES	SENP8 block	HKDC1 inhibitor	Jurkat NFkB inh	697 NFkB inh	Apaf-1 inh	Gli-Sufu antag	SENP7 block	UBC13 polyUb
O=C1Nc2ccc(S(=O)(=O)NCC3CCCO3)c3cccc1c23 (stereo not given)	-2	10	-8	6	-1	3	8	3
CCc1cccc(NC(=O)C2CCCN2S(=O)(=O)c2ccc3c(c2)CC(C)N3C(C)=O)c1 (stereo not given)	-13	-6	-8	14	8	3	10	-2
CCOC(=O)c1c(/N=C/C2=C(O)CC(C)(C)CC2=O)sc2c1CCCC2	3	2	1	-4	-7	6	7	4
O=C(CCN1CCN(c2ccc(F)cc2)CC1)Nc1ccccc1F	-6	-5	-10	0	1	-2	6	1
c1cc2c(cc1-c1csc(NNC3=NCCCCC3)n1)OCCO2	5	-13	-42	-53	24	-21	1	2
CC[C@@H](C)C(C(=O)N1CCN(C(=O)OC(C)(C)C)CC1)n1cc(-c2cn([C@@H](C)C(=O)N3CCN(C(=O)OC(C)(C)C)CC3)nn2)nn1 (stereo not given in full)	-2	2	13	20	1	17	-4	0
Cc1ccc(-n2c(C)cc3c2CCCC3=O)cc1	-11	16	-7	5	3	6	-8	-6
Cc1ccc(S(=O)(=O)n2nccc2-c2c(-c3ccccc3)noc2C)cc1	-13	3	12	-14	13	21	-9	1
O=C(O)c1ncc(-c2ccccc2)cn1	-8	-2	-5	-7	-8	3	-6	-8
O=S(=O)(c1cccs1)n1nnc2ccccc21	2	-6	0	21	-6	2	-4	3
CCCCOC(=O)c1cc(-c2ccc(/C=N/n3cnnc3)o2)ccc1Cl	-2	2	-37	-22	18	-3	2	17
COc1ccc(NC(=O)N2CCC(c3nc(-c4cccs4)no3)CC2)cc1	7	4	8	13	-7	-12	-2	12
CC(=O)N1CCN(c2ccc(NC(=O)c3cccc([N+](=O)[O-])c3)cc2)CC1	-8	9	-15	-4	-15	-10	1	-2
COc1ccc(O)c(C2=Nc3ccccc3N=C(c3cccs3)C2)c1	3	-8	15	-23	19	-9	13	-6
Cc1cc([N+](=O)[O-])nn1CC(=O)N1c2ccccc2CC1C (stereo not given)	-9	3	4	1	2	40	-9	-4
CC(C)C(=O)OCCN=C1NS(=O)(=O)c2ccccc21	-1	-1	-1	27	5	3	-6	5
O=C1CCC(C(=O)N(Cc2ccco2)C2(C(=O)NC3CCCC3)CCCCC2)N1 (stereo not given)	-1	5	-6	8	2	4	0	4
COc1ccc(-c2nc(NC(=O)c3c(C)noc3C)sc2C)cc1	-2	-2	5	-21	16	13	-20	3
C=CCNC(=S)N/N=C(\C)c1cccc(NC(C)=O)c1	4	-4	-3	3	4	2	14	-4
O=C(NC1CCCc2ccccc21)c1ccccc1 (stereo not given)	1	-1	-5	-2	-14	-9	3	2
O=C(CSc1nnc(-c2ccc(C(F)(F)F)cn2)o1)Nc1ccccc1Cl	-6	-5	-92	-32	-15	-14	15	-27
CCC(=O)c1ccc(OCC(O)CN(C)C2CCCCC2)cc1 (stereo not given)	-6	-5	-8	24	-13	0	-3	5
CCCCC(=O)Nc1ccc(S(=O)(=O)N2CCCCC2c2cccnc2)cc1 (stereo not given)	2	-5	0	-12	2	3	1	0
O=C(Nc1cccc(NC(=O)c2ccc(Br)cc2)c1)c1ccccc1	-11	-2	-5	0	5	-5	-12	-9
CCCC(C)c1nnc(NC(=O)CCS(=O)(=O)Cc2ccccc2)s1 (stereo not given)	-2	-8	21	12	1	-7	-5	1
O=C(Nc1ccnc(-c2ccncc2)n1)c1ccc(F)cc1	-7	-9	-9	-5	3	1	-6	-13
CCOC(=O)CSc1nnc(CNC(=O)c2ccccc2OC)n1-c1ccc(OC)cc1	-2	-10	10	12	-12	0	2	11
Cc1cc(Cl)c(S(=O)(=O)N/N=C/c2ccc3c(c2)OCO3)c(Cl)c1	13	2	-15	6	-2	-15	-1	-16
O=C(CNC(=O)c1ccc(Br)cc1)NCC(=O)OCC(=O)c1ccccc1	5	6	7	8	1	-6	0	9
Fc1ccc(NCc2nnc(SCc3nnc(-c4ccccc4)o3)n2Cc2ccccc2)cc1	-5	3	-10	-16	28	5	1	7

Compound profiles, as listed above:
Results for `O=C1Nc2ccc(S(=O)(=O)NCC3CCCO3)c3cccc1c23` (stereo not given) = SENP8 block: -2; HKDC1 inhibitor: 10; Jurkat NFkB inh: -8; 697 NFkB inh: 6; Apaf-1 inh: -1; Gli-Sufu antag: 3; SENP7 block: 8; UBC13 polyUb: 3
Results for `O=C(O)c1ncc(-c2ccccc2)cn1` = SENP8 block: -8; HKDC1 inhibitor: -2; Jurkat NFkB inh: -5; 697 NFkB inh: -7; Apaf-1 inh: -8; Gli-Sufu antag: 3; SENP7 block: -6; UBC13 polyUb: -8
Results for `COc1ccc(-c2nc(NC(=O)c3c(C)noc3C)sc2C)cc1` = SENP8 block: -2; HKDC1 inhibitor: -2; Jurkat NFkB inh: 5; 697 NFkB inh: -21; Apaf-1 inh: 16; Gli-Sufu antag: 13; SENP7 block: -20; UBC13 polyUb: 3

Carrying on.
SMILES	SENP8 block	HKDC1 inhibitor	Jurkat NFkB inh	697 NFkB inh	Apaf-1 inh	Gli-Sufu antag	SENP7 block	UBC13 polyUb
COc1ccccc1C(=O)Nc1ccnn1C1CCN(CC2CC=CCC2)CC1 (stereo not given)	-8	0	-4	7	0	15	10	-8
O=C(Cn1cnc2sc(-c3ccccc3)cc2c1=O)N1CCOCC1	-3	-4	-6	-3	-11	-10	-12	8
COc1ccc(-c2ccc(C#N)c(SCC(=O)Nc3sc4c(c3C#N)CCC4)n2)cc1	-12	6	-14	-35	8	6	-6	-14
Cc1cc(-c2ccccc2)n(-c2ccccc2)n1	-12	-2	-34	-38	12	-34	-35	-2
COC(=O)C1=C(C)C(c2ccc(OC)cc2)NC(=O)N1 (stereo not given)	-5	-8	6	1	-3	-9	2	7
CCN(CC)C(=O)C(=O)N/N=C/c1ccc(C(=O)OC)cc1	1	-8	5	13	-10	2	6	10
O=C(c1ccc(S(=O)(=O)N2CCCCC2)cc1)N1CCN=C1SCc1cccnc1	-4	-4	9	-9	-2	5	1	4
CN1C[C@@H]2C(c3ccccc3)C3(c4ccc(C#N)cc4)CC2(C3)[C@H]1c1ccccc1 (stereo not given in full)	3	3	11	17	10	25	-3	10
CCOC(=O)c1nnc2ccnn2c1N	-3	15	-18	-32	-12	-5	-1	-7
O=C(O)c1cc(N/N=C/c2ccc3c(c2)OCO3)ccc1Cl	69*	0	-45	-205	9	-98	7	-8
Cc1ccccc1CN1CCCOCCS1(=O)=O	-7	-2	16	8	2	2	3	6
CC1=C(C(=O)Nc2ccccn2)C(c2ccc3c(c2)OCO3)C2=C(CC(C)(C)CC2=O)N1 (stereo not given)	-9	18	-5	1	-3	5	6	0
COc1ccc(-c2nnc(NC(=O)Cc3ccccc3)o2)cc1	-1	-4	-3	-7	2	-10	11	-6
CCC(=O)/C=C1/Sc2ccccc2N1CC	-4	6	8	14	-5	5	1	1
O=C(CCCc1ccccc1)NCc1ccc2c(c1)OCO2	2	-1	-2	-2	3	-5	2	-6
COc1cccc(NC(=O)c2ccccc2Br)c1	-4	-3	-40	-57	-2	-49	-2	-2
COc1ccc(-c2n[nH]c(=S)n2Cc2ccccc2)cc1OC	-7	3	-2	-1	5	-7	7	27
CC(=O)N(C)c1cccc([N+](=O)[O-])c1	-14	0	-15	7	-10	-29	0	-8
CCOc1c(Br)cc(C(N)=O)cc1OCc1ccccc1	3	-1	-11	-16	7	17	6	11
O=C(NCCC1=CCCCC1)C1CCN(C(=O)Nc2ccccc2)CC1	-10	-10	2	2	7	6	-12	-3
COCCCNc1nc2c(c(=O)[nH]c(=O)n2C)n1CCCc1ccccc1	-2	-1	-5	-14	12	3	-9	-8
COc1cccc(C(=O)N(CN2CCCC2=O)c2ccccc2OC)c1	-11	-3	-11	-27	10	2	1	-16
CC1CCCN(C(=O)c2ccc3c(c2)OCCO3)C1 (stereo not given)	-1	-5	-24	-14	39	-10	-5	32
O=C(CCC(=O)Nc1ccccc1)N/N=C/c1ccncc1	2	4	0	14	-5	3	-4	-6
O=C(O)CCC(=O)N1CCc2cc(S(=O)(=O)Nc3ccc4c(c3)OCCO4)ccc21	-8	-3	20	7	-6	3	-2	6
Cc1cc(Br)ccc1NC(=O)CN1C(=O)CCC1=O	-15	5	3	15	-4	-8	-4	-6
Cc1ccc(OCC(O)CN2CCN(CCO)CC2)c(C)c1 (stereo not given)	9	-5	9	14	-1	2	-3	4
O=c1[nH]c(=S)c2ncn(-c3ccccc3)c2[nH]1	-5	-8	11	0	-4	6	10	23
CC(=O)c1ccc(S(=O)(=O)NCC2(N3CCOCC3)CCCCC2)cc1	-7	-1	0	10	-1	-4	-3	5
COc1ccc2c(CC(=O)Nc3c(C)n(C)n(-c4ccccc4)c3=O)coc2c1	0	-5	10	6	-4	2	-6	6
Cc1c(/N=C/c2ccco2)n(Cc2ccccc2)c2ccccc12	-12	3	-11	6	-5	8	-11	-16
C/C(=N\NC(=O)c1cccc(S(=O)(=O)N2CCOCC2)c1)c1ccc(O)cc1	-7	-4	-1	21	-1	0	-5	-5
Cc1ccc(F)cc1NC(=O)CSc1n[nH]c(N)n1	-16	0	-14	-2	7	-15	-19	-8
CS(=O)(=O)c1ccc(SCC(=O)NC2CCS(=O)(=O)C2)c([N+](=O)[O-])c1 (stereo not given)	-2	-1	1	21	13	17	10	-2
O=C(CCS(=O)(=O)c1ccccc1Cl)NC1CCCCCC1	6	-7	-22	-16	-3	-35	-2	11
O=C(NC1CCCC1)C(c1ccco1)N(Cc1ccccc1)C(=O)c1csnn1 (stereo not given)	-2	-11	-9	17	2	6	0	1
Fc1cc(F)cc(-c2c(-c3ccccc3)ncc3ccc(F)cc23)c1	3	8	-33	-41	15	-19	-1	4
CSc1ccccc1NC(=O)c1cnc2sc(C)cn2c1=O	-5	2	-94	-100	15	-70	4	1
O=C(CSc1n[nH]c(=O)n1C1CC1)NCc1ccccc1	6	-8	7	16	-22	1	-3	-2
CC(=O)NCc1ccc(S(=O)(=O)NC(C(=O)O)C(C)C)cc1 (stereo not given)	-4	-3	4	17	0	26	3	-8
COc1ccccc1-c1noc(CCC(=O)Nc2cccc(C(F)(F)F)c2)n1	0	3	1	2	18	-6	-5	10
CCn1c(SC(C)C(=O)OC)nnc1-c1c[nH]c2ccccc12 (stereo not given)	7	1	1	6	-3	-5	0	7
Cc1cc(C)n2nc(SCC(=O)N/N=C/c3ccc(F)cc3)nc2n1	-7	9	1	-8	-3	1	-1	-2
CN(C)S(=O)(=O)Nc1ccccc1C(N)=O	-2	-1	-8	-9	8	-1	-10	7
COc1ccc(N(C(C)C(=O)NN=C2CCCCCCC2)S(C)(=O)=O)cc1 (stereo not given)	-3	5	-3	-9	-5	1	-2	-1

Printed as active in SENP8 block, of those listed so far:
compound,SENP8 block,HKDC1 inhibitor,Jurkat NFkB inh,697 NFkB inh,SENP7 block,UBC13 polyUb
O=C(O)c1cc(N/N=C/c2ccc3c(c2)OCO3)ccc1Cl,69*,0,-45,-205,7,-8

(next part)
SMILES	SENP8 block	HKDC1 inhibitor	Jurkat NFkB inh	697 NFkB inh	Apaf-1 inh	Gli-Sufu antag	SENP7 block	UBC13 polyUb
O=C(NCCC(=O)N1CCC2(CC1)NCCc1[nH]cnc12)c1cccc(Br)c1	-3	-2	13	17	-8	-7	0	8
COc1cc2c(cc1O)CC[C@@H]1[C@@H]2CC[C@]2(C)[C@@H](O)CC[C@@H]12	10	-1	61*	-43	-7	-12	3	0
CNC(=O)CSc1nnc(C2CC2)n1-c1ccccc1	4	-5	-2	5	-10	30	10	12
CCn1c(=O)n(CC(=O)NCc2ccccc2OC)c(=O)c2ccccc21	-1	-5	7	0	2	-37	3	-5
[N-]=[N+]=NC[C@H](c1ccccc1)N1CCN(Cc2ccccc2)CCC1=O	-5	-5	14	-11	1	6	-8	-2
CC(C)CC(CC(C)C)=NNC(=O)c1ccc(CSc2nncn2C)cc1	2	-6	10	14	-9	-4	-3	2

From PubChem BioAssay
